# IMPase inh – cell-permeable inhibitors of inositol monophosphatase (IMPase). CHO-M1 cells, IP1 accumulation, HTRF TR-FRET ratio. inhibition (IP1 accumulation), % at 46.1 µM. 120,000 tested, under 10 active. P97697; active = well fitted curve in the direction sought with a large enough effect in the signal ratio, not every such curve was filed as active; inconclusive = small, poorly fitted or top-dose-only effect, or a change in a side signal; inactive = no such curve, though single readings can be large or run the other way; the % refers to the signal ratio;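 note: cells stimulated with carbachol in lithium chloride buffer; plate controls were DMSO basal wells for no effect and reference inhibitor wells for full effect; higher means more IMPase inhibition seen as more IP1 and lower FRET ratio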
# Target sequence (P97697 whole entry, looked up): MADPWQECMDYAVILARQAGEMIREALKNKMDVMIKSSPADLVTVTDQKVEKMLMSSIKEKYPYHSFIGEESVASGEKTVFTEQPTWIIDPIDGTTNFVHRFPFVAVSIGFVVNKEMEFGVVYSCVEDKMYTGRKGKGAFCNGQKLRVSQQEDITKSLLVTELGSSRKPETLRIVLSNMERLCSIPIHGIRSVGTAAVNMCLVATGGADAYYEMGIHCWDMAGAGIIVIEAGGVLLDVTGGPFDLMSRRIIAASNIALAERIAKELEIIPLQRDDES
#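 CHO-M1 cells (CHO stably expressing M1 receptor), compound up to 46 uM final, stimulated with carbachol (50 uM as added) in buffer with 50mM LiCl, pH 7.4, 30 min at 37C. Cytosolic IP1 read by TR-FRET; AC50 from Hill fits.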
# 12-hLO inh – blocks human 12-lipoxygenase activity | purified 12-hLO, xylenol orange hydroperoxide absorbance | Potency, µM (highest dose often 57.1 µM), without a hit: at the highest dose activity change, negative = inhibition, actives largely listed as inhibitors | 0.12% of 150,000 active | AID 1452; note: potency is the fitted concentration of half-maximal effect; nearly all actives have a fitted effect of over 55% in size; many of its hits are not listed in these tables
# Target sequence (P18054 whole entry, looked up): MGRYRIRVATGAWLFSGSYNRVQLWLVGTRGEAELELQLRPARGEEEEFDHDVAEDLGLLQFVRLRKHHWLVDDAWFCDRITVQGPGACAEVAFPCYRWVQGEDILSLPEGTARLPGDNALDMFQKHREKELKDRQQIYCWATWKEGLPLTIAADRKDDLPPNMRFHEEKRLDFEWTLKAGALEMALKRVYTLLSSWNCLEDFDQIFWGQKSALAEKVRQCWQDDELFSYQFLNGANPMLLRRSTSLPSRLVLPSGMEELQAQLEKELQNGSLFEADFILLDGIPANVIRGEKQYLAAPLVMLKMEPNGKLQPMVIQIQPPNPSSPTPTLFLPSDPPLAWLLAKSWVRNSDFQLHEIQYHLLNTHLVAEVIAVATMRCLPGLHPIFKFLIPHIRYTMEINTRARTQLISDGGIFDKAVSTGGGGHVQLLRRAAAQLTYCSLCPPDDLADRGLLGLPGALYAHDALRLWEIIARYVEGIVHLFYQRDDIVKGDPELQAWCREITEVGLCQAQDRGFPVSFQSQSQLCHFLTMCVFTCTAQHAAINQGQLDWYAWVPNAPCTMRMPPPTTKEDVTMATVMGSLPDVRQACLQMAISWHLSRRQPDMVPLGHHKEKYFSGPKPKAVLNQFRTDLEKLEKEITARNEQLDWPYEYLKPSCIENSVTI
#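 Hydroperoxide output read as Fe(III)-xylenol orange absorbance, 573-to-405 nm ratio, after 30 min reaction with 40 uM arachidonic acid. Enzyme: 150 nM purified human 12hLO, 15 min compound preincubation; 25 mM Hepes pH 7.0, room temperature.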
# PNC assembly inh – perinucleolar compartment assembly inhibition; activity change (PNC), negative = inhibition, % at 10 µM; PC3M PTB-GFP, PNC prevalence imaging, 16 h; active compounds read low; 3.1% of 140,000 active;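 active = readout at or below -70, meaning at least 70% loss of cells showing the perinucleolar compartment, a nuclear body marking cancer cells; inconclusive = readout between -30 and a set limit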;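 note: plate controls were DMSO wells for no effect and camptothecin positive control wells for full effect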
#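 Compounds are pinned in duplicate onto adhered PC3M cells stably expressing GFP-tagged PTB and incubated 16 h at 37 C. Cells are then fixed, nuclei stained with Hoechst, and PNC-positive cells counted.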
# 15-hLO-2 inh – inhibitors of human 15-lipoxygenase 2 (ALOX15B); O15296; purified 15hLO-2, xylenol orange hydroperoxide absorbance; Potency, µM (doses to about 57.1 µM), for inactives: at the highest dose activity change, negative = inhibition, hits mostly inhibitors; 0.56% of 110,000 active; AID 881; note: potency is the fitted concentration of half-maximal effect; nearly all actives have a fitted effect of over 60% in size; many of its hits are not listed in these tables
#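 Enzyme 50 nM, AA 45 uM, 25 mM Hepes pH 7.5 + 0.01% Triton X-100; cpd preinc 15 min RT, rxn 90 min RT; stop/detect with 200 uM XO + 300 uM Fe(II) in 50 mM H2SO4, 30 min; A573/A405.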
# The depositor's hits bear a star; ? = inconclusive; nt = no result given; [ ] = another dose, or the depositor's remark. Unless noted, calls come from the whole dose curve; as a rule, active = well fitted curve in the direction sought with a large enough effect; inconclusive = small, poorly fitted or top-dose-only effect, or another doubt; inactive = no such curve, though single readings can be large; an effect the other way counts as inactive or inconclusive. Unless noted, % is set by controls: 0 for no effect and ±100 for the full control effect.
SMILES,IMPase inh,12-hLO inh,PNC assembly inh,15-hLO-2 inh
O=C(CCCC(=O)N(CC(=O)NC1CCCCC1)CC1CCCO1)Nc1ccccn1 (stereo not given),-8,2%,5,4%
Cc1nc(NC(=O)c2ccccc2)sc1-c1csc(Nc2ccc(Cl)cc2)n1,2,-3%,?,23%
O=C(N1CCN(c2ccccn2)CC1)N1c2ccccc2Sc2ccccc21,52[activator],-3%,-84*,5%
Cc1ccc(/C=N\Nc2nc3ccc(Cl)cc3[nH]2)o1,2,-1%,?,15%
CC(C)NC(=O)c1ccc2c(c1)N(CC(=O)N1CCOCC1)C(=O)C(C)(C)O2,12,-6%,-5,-3%
COC(=O)c1cccc(NC(=O)CSc2nnc(COc3ccccc3)n2C)c1,-4,-5%,-126*,4%
CC(=O)NC(C)c1nc2ccccc2n1Cc1ccccc1F (stereo not given),7,1%,14,nt
COc1ccc([N+](=O)[O-])cc1N,nt,-2%,nt,-2%
O=C(Nc1nnc(-c2ccc3c(c2)CCCC3)o1)c1ccc(Cl)cc1Cl,-11,-11%,-15,-6%
O=C(N1CCOCC1)N1CCN(c2nc(-c3ccccc3)cs2)CC1,-8,0%,-11,-2%
COc1ccc(/C=N/NC(=O)C2c3ccccc3Oc3ccccc32)c(OC)c1,6,0%,-18,-4%
COc1ccc(N2C(=O)C3CCCN3C2c2ccc(C)cc2)cc1Cl (stereo not given),3,5%,58,-12%
Cc1nn(Cc2ccc(Cl)cc2Cl)c(C)c1NC(=O)c1nc2n(n1)C(C(F)F)CC(C)N2 (stereo not given),?,-23%,?,6%
CC(=O)c1ccc(N2CCN(C(=O)CCS(=O)(=O)c3ccc(C)cc3)CC2)cc1,1,-7%,-24,?
CC(=O)c1cccc(NC(=S)NC(=O)c2ccccc2Cl)c1,nt,-3%,-29,nt
Nc1ccccc1N1CCOCC1,8,1%,49,-6%
CCOC(=O)CSc1nnc(-c2ccc(S(=O)(=O)N3CCC(C)CC3)cc2)o1,5,-7%,28,5%
CC1(C)C2CCC13CS(=O)(=O)NC3C2 (stereo not given),8[0.0738 µM],3%,-21,nt
CCOC(=O)Cc1csc(NC(=O)c2cc3c(s2)CCCC3)n1,2,8%,5,12%
Cc1cccc(N2CCN(S(=O)(=O)c3ccc(S(=O)(=O)N4CCCC4)cc3)CC2)c1C,-3,2%,?,-7%
COc1cccc(CNC(=O)c2c[nH]n3c(=O)c(Cl)c(C)nc23)c1,nt,7%,8,nt
Fc1ccc(/C=C/c2nnc(-c3cccs3)o2)cc1,?,2%,-20,nt
Cc1ccc(S(=O)(=O)Cc2sc3ccccc3[n+]2C)cc1,8,0%,26,-11%
Cc1cc(C)n2nc(SCC(=O)N/N=C/c3cccc(Br)c3)nc2n1,-13,1%,6,-3%
O=c1[nH]c2cc3c(cc2cc1CN(Cc1ccc2c(c1)OCO2)Cc1nnnn1CC1CCCO1)OCO3 (stereo not given),-7,1%,20,-2%
CC(C)c1cc(C(=O)Nc2ccc3c(c2)OCO3)no1,?,-20%,?,-3%
COc1ccc(CC(=O)Nc2oc(-c3ccccc3)c(-c3ccccc3)c2C#N)cc1OC,1,3%,-100*,nt
O=C(CN1C(=O)c2ccccc2C1=O)OCC(=O)N1CCc2ccccc2C1,0,-5%,-21,6%
OC(COC(c1ccccc1)c1ccccc1)CN1CCN(c2ccccn2)CC1 (stereo not given),nt,2%,?,nt
Cc1ccc(-c2nc3ccccc3s2)cc1NC(=O)c1ccc2c(c1)OCO2,-13,-4%,6,5%
CC1CCCC(C)N1C(=O)CN1C(=O)C(C)(C)Oc2ccc(C(=O)NC3CCCCC3)cc21 (stereo not given),0,-2%,4,-5%
CCOC(=O)C1CCN(C(=O)c2ccc3c(c2)OCO3)CC1,2,-5%,-14,-3%
COc1ccc2oc(=O)c(C(=O)Oc3ccc(NC(C)=O)cc3)cc2c1,-3,-2%,?,-11%
Cc1ccc(-c2nc(N)n(S(C)(=O)=O)n2)cc1,2,-6%,23,-2%
Cc1ccc(OC/C(O)=C(\C#N)c2nc3ccccc3s2)cc1,nt,4%,?,nt
CNC(=O)CSc1nnc(SCCC(=O)O)s1,nt,2%,-1,nt
O=S(=O)(N/N=C/c1cn(Cc2ccccc2)c2ccccc12)c1ccccc1,3,-4%,-14,-14%
Cc1ccc(-c2cc3c(n2-c2ccc(C(=O)O)cc2)CCCC3=O)cc1,nt,-5%,34,nt
COc1ccc(CCN(C)CCC(=O)Nc2cc(C)ccc2C)cc1OC,-5,-2%,-10,12%
Nc1nc(SCC(=O)NCCCN2CCOCC2)nc2sc3c(c12)CCC3,1,-4%,32,-24%
CCC(C)Sc1nc2c(c(=O)[nH]c(=O)n2C)n1CC(O)COc1cccc2ccccc12 (stereo not given),3,-4%,11,11%
CCC1SC(=NC(=O)c2ccc(Cl)c(Cl)c2)NC1=O (stereo not given),-6,1%,15,0%
Cc1csc(N2CCc3ccccc32)n1,3,3%,23,1%
Cc1ccc2[nH]c(O)c(N=NC(=O)C3CC3c3ccccc3)c2c1Br (stereo not given),-6,-2%,-25,nt
Cc1ccc(C2C(C#N)=C(N)N(c3ncn[nH]3)C3=C2C(=O)CC(C)(C)C3)cc1 (stereo not given),-2,3%,-24,3%
CCOC(=O)c1sc(NC(=O)c2cccc(S(=O)(=O)N(CC)CC)c2)cc1C,2,-6%,-8,6%
CC(Sc1n[nH]c(N)n1)C(=O)C12CC3CC(CC(C3)C1)C2 (stereo not given),2,2%,31,1%
O=c1ccc(/C=C/c2ccccc2)nn1Cc1ccccc1Cl,6,3%,45,5%
COc1ccc(-n2c(SCC(=O)Nc3cc(C)on3)nc3ccc(O)cc3c2=O)cc1OC,2,0%,27,-8%
CCN(CC)C(=O)COc1cccc2ccccc12,6,0%,4,-3%
Cc1ccc2c(c1)N(CCC(=O)NCC1COc3ccccc3O1)C(=O)CO2 (stereo not given),-12,4%,39,-5%
O=C(Nc1nccs1)c1ccc(-c2ccc(Cl)cc2Cl)o1,6,4%,?,nt
COc1cc(OCC(N)=O)cc(OC)c1OC,nt,5%,?,nt
Cc1sc2ncn(CC(=O)NCC(=O)N(C)Cc3ccccc3)c(=O)c2c1C,-9,4%,-12,nt
Nc1cc(=O)[nH]c(SCc2cccc(Cl)c2)n1,-4,2%,31,-9%
C=CCn1c(SCc2c(C)noc2C)nc2sc3c(c2c1=O)CCCC3,?,-16%,-29,-4%
CCCNC(=O)C1CCN(c2ccc(S(=O)(=O)N3CCOCC3)cc2Cl)CC1,7,3%,?,nt
CCOC(=O)c1c(NC(=O)C2(C)Cc3ccccc3C(=O)O2)sc2c1CCCC2 (stereo not given),nt,15%,?,nt
O=C(NCc1ccccc1)NC1(C(=O)Nc2ccc3c(c2)OCCO3)CCCCC1,6,-3%,27,-4%
Cc1ccc(-c2noc(CSc3nnc(Cc4cccs4)n3-c3ccccc3)n2)cc1,?,-7%,?,-9%

# Other structures
SMILES,IMPase inh,12-hLO inh,PNC assembly inh,15-hLO-2 inh
O=C(Cc1c(C(=O)O)[nH]c2ccc(Cl)cc12)Nc1ccc2c(c1)OCCO2,3,-3%,16,-8%
CCCNC(=O)c1ccccc1NC(=O)C1COc2ccccc2O1 (stereo not given),4,-2%,-10,8%
COC(=O)N/N=C/c1cccc(OCCSc2ccc(Cl)cc2)c1,nt,-6%,-1,nt
O=c1[nH]c2ccc(S(=O)(=O)N3CCN(Cc4ccccc4)CC3)cc2[nH]c1=O,-7,1%,?,-4%
COC(=O)c1[nH]c2ccc(C)cc2c1NC(=O)CCN1CCN(C2CCCCC2)CC1,16,-3%,-2,17%
O=C(Nc1cccc(F)c1)N1CCC2(CC1)CCN(C(=O)c1cccc(F)c1)CC2,nt,4%,nt,2%
COc1ccc(N2CCN(Cc3ccc(Br)s3)CC2)cc1,-4,-28%,?,-4%
Cc1cc(C)c(C)c(S(=O)(=O)N2C(=S)NC(=O)C2C(C)C)c1C (stereo not given),0,-10%,10,-18%
Cc1ccc(S(=O)(=O)CCC(=O)OCC(=O)Nc2ncc(Cl)cc2Cl)cc1,-8,-2%,-12,-4%
CC(=O)c1c(C)[nH]c(C(=O)OCc2ccccc2)c1C,nt,-2%,69,nt
Cc1ccc(SCC(=O)NC(=O)NCc2ccccc2)c(C)c1,nt,-5%,63,nt
CCn1c(CNc2ccc(OC)cc2)nnc1SCC(=O)Nc1ccc(F)cc1,16,-5%,14,nt
CNc1c([N+](=O)[O-])cnn1-c1ccc(Cl)cc1,3,3%,27,7%
COC(CNC(=O)c1cc(C(=O)c2c(-c3c(Cl)cccc3Cl)noc2C)c[nH]1)OC,6,0%,-3,-3%
Cc1cccc(N2C(=O)CC(N3CCN(Cc4ccc5c(c4)OCO5)CC3)C2=O)c1 (stereo not given),10,-13%,?,8%
CC(C)(Oc1ccc(Cl)cc1)C(=O)NC1CCSC1=O (stereo not given),1,0%,-10,nt
O=C(N/N=C/c1c[nH]c2ccccc12)c1[nH]c2ccc(Br)cc2c1-c1ccccc1,-1,-8%,-112*,nt
O=C(c1ccc(Cl)cc1)N1CCN(c2cc(=O)[nH]nc2-c2ccccc2)CC1,6,7%,98,nt
Cc1ccc2c(c1)c(C)cc[n+]2Cc1ccccc1,-3,-1%,-30,nt
CCOC(=O)c1nn(-c2ccccc2)c(C(=O)OCC)c1N,-19,-2%,-7,-1%
Cc1ccc(C)c(SCC(=O)OCC(=O)Nc2ncc(C(F)(F)F)cc2Cl)c1,0,1%,-28,nt
O=C(c1nc2nc(-c3ccccc3)cc(C(F)(F)F)n2n1)N1CCCCC1,?,5%,-10,-9%
O=C(O)c1cc(S(=O)(=O)Nc2ccc3c(c2)OCCO3)c(Cl)cc1Cl,-3,-4%,?,-3%
O=C(CN1CCN(S(=O)(=O)c2ccc3ccccc3c2)CC1)Nc1ccc2c(c1)CCC2,nt,-2%,7,nt
CC[C@@H]1OC(=O)[C@H](C)[C@H](O[C@@H]2C[C@](C)(OC)[C@H](O)[C@H](C)O2)[C@H](C)[C@H](O[C@@H]2O[C@@H](C)C[C@@H](N(C)C)[C@@H]2O)[C@](C)(O)C[C@H](C)C(=NOCOCCOC)[C@H](C)[C@H](O)[C@]1(C)O,4[20.6 µM],0%[25.6 µM],nt,2%[25.6 µM]
COC(=O)Nc1ccc(S(=O)(=O)N2CCN(c3ccc(F)cc3)CC2)cc1,1,-7%,37,-2%
Cc1nnc(SCC(=O)NC(=O)NCc2ccco2)n1Cc1ccccc1,2,-2%,4,-11%
Brc1ccc(C2Nc3cccc4cccc(c34)N2)s1,nt,-21%,-20,nt
COc1ccccc1C1CC(c2ccc(Br)cc2)=NN1C(=O)c1cccnc1 (stereo not given),9,-1%,-23,nt
Cc1ccc2nc3n(c(=O)c2c1)CCC3,8,-2%,29,6%
COc1ccc(Cl)cc1Nc1nc(C)cc(=O)[nH]1,-9,-2%,?,3%
COc1ccc(C(=O)CSc2nnc(CNc3nc(-c4ccccc4)cs3)n2C)cc1,2,-5%,41,25%
Cc1ccc(-n2cnc3cc(NCc4cccs4)ccc32)cc1,-2,-20%,31,28%
Cc1cccc(N(Cc2cc3ccccc3[nH]c2=O)S(=O)(=O)c2ccccc2)c1,nt,-2%,?,nt
O=C(NCC(c1cccs1)N1CCOCC1)c1ccccc1NS(=O)(=O)c1cccc([N+](=O)[O-])c1 (stereo not given),7,-2%,22,nt
Cc1cccc(-n2ncc3c(NCCCO)ncnc32)c1,-4,5%,6,-1%

# 4 compounds out of the list, sorted by length of the SMILES, high to low.
SMILES,IMPase inh,12-hLO inh,PNC assembly inh,15-hLO-2 inh
O=C(NCC(c1cccs1)N1CCOCC1)c1ccccc1NS(=O)(=O)c1cccc([N+](=O)[O-])c1 (stereo not given),7,-2%,22,nt
Cc1ccc(-n2cnc3cc(NCc4cccs4)ccc32)cc1,-2,-20%,31,28%
Cc1cccc(-n2ncc3c(NCCCO)ncnc32)c1,-4,5%,6,-1%
Cc1ccc2nc3n(c(=O)c2c1)CCC3,8,-2%,29,6%

# The list is partial; count on the stated rates, not on these rows.
